Bioassay records deposited in PubChem BioAssay by National Center for Advancing Translational Sciences (NCATS).
ALOX15B inhib = qHTS Assay for Inhibitors of 15-hLO-2 (15-human lipoxygenase 2). Polyunsaturated fatty acid lipoxygenase ALOX15B (Homo sapiens), O15296. purified 15hLO-2, xylenol orange hydroperoxide absorbance. Potency, µM (series often up to 57.1 µM), inactives show at the highest dose activity change, negative = inhibition, most hits filed as inhibitors. hit rate 0.56% among 110,000. AID 881, 2007; also: potency is read from the fitted curve at half-maximal effect; nearly all actives have a fitted effect of over 60% in size; many of its hits are not listed in these tables
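Purified human 15hLO-2 (50 nM) preincubated 15 min with compound, then 45 uM arachidonic acid for 90 min at RT in 25 mM Hepes pH 7.5, 0.01% Triton X-100. Hydroperoxide detected by Fe-xylenol orange; 573/405 nm absorbance ratio.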
ALOX12 inhib = qHTS Assay for Inhibitors of 12-hLO (12-human lipoxygenase). purified 12-hLO, xylenol orange hydroperoxide absorbance. Potency, µM (series often up to 57.1 µM), for the others: at the highest dose activity change, negative = inhibition, usual class: inhibitors. hit rate 0.12% among 150,000. Polyunsaturated fatty acid lipoxygenase ALOX12 (Homo sapiens), P18054. AID 1452, 2008; also: potency is read from the fitted curve at half-maximal effect; nearly all actives have a fitted effect of over 55% in size; many of its hits are not listed in these tables
Target sequence (P18054 whole entry, looked up): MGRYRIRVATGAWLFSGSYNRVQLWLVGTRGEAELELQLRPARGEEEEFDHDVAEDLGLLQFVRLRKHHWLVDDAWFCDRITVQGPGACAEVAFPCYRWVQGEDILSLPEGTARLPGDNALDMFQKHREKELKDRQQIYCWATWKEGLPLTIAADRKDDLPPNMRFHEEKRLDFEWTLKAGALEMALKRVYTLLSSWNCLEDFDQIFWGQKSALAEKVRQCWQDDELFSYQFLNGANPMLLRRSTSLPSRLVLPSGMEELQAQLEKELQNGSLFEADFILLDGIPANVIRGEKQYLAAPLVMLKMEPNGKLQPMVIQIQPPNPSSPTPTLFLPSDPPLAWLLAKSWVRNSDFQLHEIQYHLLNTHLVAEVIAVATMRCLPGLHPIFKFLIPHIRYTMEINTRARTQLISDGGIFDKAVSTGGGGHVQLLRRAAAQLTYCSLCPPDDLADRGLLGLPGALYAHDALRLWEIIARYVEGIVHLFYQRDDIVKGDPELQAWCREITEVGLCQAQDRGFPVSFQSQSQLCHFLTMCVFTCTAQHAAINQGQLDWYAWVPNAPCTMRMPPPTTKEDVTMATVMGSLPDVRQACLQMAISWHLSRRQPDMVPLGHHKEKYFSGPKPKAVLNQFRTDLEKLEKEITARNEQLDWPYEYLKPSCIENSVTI
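Hydroperoxide output read as Fe(III)-xylenol orange absorbance, 573-to-405 nm ratio, after 30 min reaction with 40 uM arachidonic acid. Enzyme: 150 nM purified human 12hLO, 15 min compound preincubation; 25 mM Hepes pH 7.0, room temperature.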
PNC inhibitor = High Content Assay for Compounds that inhibit the Assembly of the Perinucleolar Compartment | PC3M PTB-GFP, PNC prevalence imaging, 16 h; hits give low values | activity change (PNC), negative = inhibition, % at 10 µM | hit rate 3.1% among 140,000 | AID 2417, 2010;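 active = readout at or below -70, meaning at least 70% loss of cells showing the perinucleolar compartment, a nuclear body marking cancer cells; inconclusive = readout between -30 and a set limit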;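 also: plate controls were DMSO wells for no effect and camptothecin positive control wells for full effect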
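Compounds are pinned in duplicate onto adhered PC3M cells stably expressing GFP-tagged PTB and incubated 16 h at 37 C. Cells are then fixed, nuclei stained with Hoechst, and PNC-positive cells counted.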
IMPase cell inh = qHTS Assay for Identifying the Cell-Membrane Permeable IMPase Inhibitors; inhibition (IP1 accumulation), % at 46.1 µM; CHO-M1 cells, IP1 accumulation, HTRF TR-FRET ratio; 120,000 tested, under 10 active; Inositol monophosphatase 1 (Rattus norvegicus), P97697; active = well fitted curve in the direction sought with a large enough effect in the signal ratio, not every such curve was filed as active; inconclusive = small, poorly fitted or top-dose-only effect, or a change in a side signal; inactive = no such curve, though single readings can be large or run the other way; the % refers to the signal ratio;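 also: cells stimulated with carbachol in lithium chloride buffer; plate controls were DMSO basal wells for no effect and reference inhibitor wells for full effect; higher means more IMPase inhibition seen as more IP1 and lower FRET ratio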
Target sequence (P97697 whole entry, looked up): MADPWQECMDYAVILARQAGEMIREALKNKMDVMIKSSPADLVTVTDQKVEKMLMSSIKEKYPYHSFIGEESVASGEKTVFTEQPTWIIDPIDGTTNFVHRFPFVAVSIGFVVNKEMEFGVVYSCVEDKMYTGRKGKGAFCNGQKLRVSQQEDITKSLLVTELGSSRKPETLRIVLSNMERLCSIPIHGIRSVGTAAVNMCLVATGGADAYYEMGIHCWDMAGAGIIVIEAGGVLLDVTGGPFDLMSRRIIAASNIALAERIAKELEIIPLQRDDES
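The IP-One HTRF competitive assay in carbachol-stimulated CHO-M1 cells quantifies cellular IP1. Compounds spanned up to 46 uM final, and activity is expressed as AC50 from concentration-response fits of the ratio and donor data.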
Starred values were filed as active, the others as inactive; ? = inconclusive; / = not tested or not shown; [ ] = dose if it differs, or a comment. Unless noted, calls follow the shape of the dose curve; as a rule, active = well fitted curve in the direction sought with a large enough effect; inconclusive = small, poorly fitted or top-dose-only effect, or another doubt; inactive = no such curve, though single readings can be large; an effect the other way counts as inactive or inconclusive. Unless noted, % is scaled to controls: 0 for no effect and ±100 for the full control effect. Not all compounds are listed, so the mix of outcomes need not match the whole.

#	mol	ALOX15B inhib	ALOX12 inhib
1	Cc1cc(C(=O)CN2C(=O)NC(C)(c3cccc(Br)c3)C2=O)c(C)n1Cc1ccco1 (configuration not stated)	-23.7%	-7.7%
2	CCCCCC1CC(CC(=O)Nc2ccc([N+](=O)[O-])cc2)C(=O)O1 (configuration not stated)	/	-2.6%
3	CCOC(=O)c1cc(CC)sc1NC(=O)c1ccc2c(c1)OCCO2	1.4%	-4.6%
4	O=C1N(Cc2ccc(F)cc2Cl)c2ccccc2C12OCCCO2	1.5%	-0.1%
5	S=C(Nc1ccccn1)c1ccccn1	-24.9%	-5.1%
6	OC(c1ccccc1)(c1ccc(F)cc1)C(c1ccccc1)N1CCOCC1 (configuration not stated)	11.2%	-1.1%
7	COc1ccc2cc(CN(C(=O)Nc3ccccc3)C3CCCC3)c(=O)[nH]c2c1	-6.2%	-23.9%
8	Cc1c(/C=N\NC(=O)C2COc3ccc(C(C)(C)C)cc3O2)c2ccccc2n1C (configuration not stated)	/	-1.5%
9	O=S(Cc1ccc(Br)cc1)Cc1nnc(SCc2ccc(Cl)cc2)n1-c1ccccc1 (configuration not stated)	9.6%	-5.5%
10	COC(=O)CSc1cc(C(F)(F)F)nc(-c2ccccn2)n1	/	11.5%
11	Cc1cccc(C2NS(=O)(=O)N=C2N)c1 (configuration not stated)	-0.6%	3.7%
12	Cc1cccc(NC(=O)Cn2c(/C=C/c3ccccc3)nc3ccccc32)c1	/	4.6%
13	Cc1ccc(SC(c2ccc(C)cc2)C(Cn2cncn2)C(=O)c2ccccc2)cc1 (configuration not stated)	11.1%	-6.0%
14	CC12CCC(C(=O)N(c3ccccc3Cl)C1=O)C2(C)C (configuration not stated)	/	-1.7%
15	NC(=O)NC(CC(=O)OCC(=O)NC(=O)NCc1ccco1)c1ccc(Cl)cc1 (configuration not stated)	1.5%	-4.2%

#	PNC inhibitor	IMPase cell inh
1	9.4	0.3
2	-4.7	-0.8
3	-6.1	2.2
4	?	5.3
5	26.0	5.3
6	47.3	-13.7
7	6.1	-3.9
8	-20.2	8.8
9	16.3	3.6
10	-19.0	6.4
11	-11.1	-2.0
12	31.3	-5.9
13	15.1	0.6
14	21.4	/
15	?	3.9

#	mol	ALOX15B inhib	ALOX12 inhib
16	CCC(=O)Nc1cccc(NC(=O)CN2CCN(c3ccccc3OC)CC2)c1	3.6%	-11.4%
17	COc1ccc(NCC(=O)N/N=C2\CCCC(C)C2)cc1 (configuration not stated)	/	-0.2%
18	COc1ccc(CCN2C(=O)c3[nH]nc(-c4ccccc4O)c3C2c2ccccc2)cc1OC (configuration not stated)	-7.1%	-16.6%
19	O=C(NCc1cccc(Cl)c1)c1cccnc1	0.3%	-0.2%
20	COCC(C)NCC(=O)NC(C)CCc1ccccc1 (configuration not stated)	/	1.0%
21	O=S(=O)(Nc1ccc(-c2cn3ccsc3n2)cc1)c1ccc2c(c1)OCCO2	5.1%	-4.6%
22	CC(C)CC(=O)NC(Nc1ccc([N+](=O)[O-])cc1)C(Cl)(Cl)Cl (configuration not stated)	/	0.5%
23	COc1ccc2c(c1)CCc1c(C(=O)Nc3c(C)nn(Cc4ccccc4)c3C)noc1-2	15.4%	8.5%
24	CC(C)Cc1nnc(NC(=O)Cc2ccccc2[N+](=O)[O-])s1	/	-2.5%
25	CN1CCCC(C(=O)C(C#N)c2ccccc2)C1 (configuration not stated)	-3.5%	5.7%
26	Cc1ccc2[nH]c(=O)c(CN(CCO)Cc3nnnn3CCc3ccccc3)cc2c1	-7.6%	-8.0%
27	CNS(=O)(=O)c1cccc(C(=O)OCC(=O)c2cc(C)n(-c3ccc4c(c3)OCO4)c2C)c1	-10.2%	-3.2%
28	Cc1ccc2cc(CNC(C)C)c(=O)[nH]c2c1	5.4%	-9.2%
29	Cc1ccc2oc(-c3ccccc3)c(C(=O)O)c(=O)c2c1	1.4%	-5.3%
30	CC(Oc1ccc(Cl)cc1Cl)c1nc(-c2ccc(NC(=O)c3cccnc3)cc2)no1 (configuration not stated)	34.6%[activator]	-5.7%

#	PNC inhibitor	IMPase cell inh
16	-10.3	7.1
17	?	/
18	13.6	13.4
19	2.9	14.1
20	?	/
21	-9.7	4.3
22	-7.2	/
23	24.0	10.5
24	?	/
25	6.0	23.9
26	6.3	-2.6
27	19.7	7.1
28	11.7	3.4
29	65.6	-2.1
30	?	0.8

#	mol	ALOX15B inhib	ALOX12 inhib
31	O=C(NCc1cccnc1)C(C(=O)c1ccc(F)cc1)n1ccccc1=O (configuration not stated)	0.0%	-2.9%
32	Cn1c(Cn2c(=O)sc3ccccc32)nnc1SCC(=O)NC1CCCCC1	/	0.5%
33	CCOc1cc2[nH]c(=S)n(CC3CCCO3)c(=O)c2cc1OCC (configuration not stated)	-3.8%	-2.4%
34	Cn1nnc2cc(C(=O)N3CCN(c4ccccc4)CC3)ccc21	-0.3%	-7.7%
35	O=[N+]([O-])c1cc(Cl)ccc1N1CCN(c2cccc(C(F)(F)F)c2)CC1	/	-2.2%
36	COC(=O)c1c(NC(=O)CSc2nnnn2-c2ccccc2)sc2c1CCC(C(C)(C)C)C2 (configuration not stated)	-18.1%	-3.0%
37	CCN(Cc1ccccc1)S(=O)(=O)c1ccc(C(=O)N2CCN(c3nc4ccccc4s3)CC2)cc1	/	0.2%
38	c1ccc(CNC2=NCCC2)nc1	2.6%	-4.4%
39	CN(C)S(=O)(=O)c1ccc(NC(=O)COc2ncnc3c2cnn3-c2ccccc2)cc1	/	1.0%
40	CNC(=S)Nc1cccc2[nH]ncc12	1.5%	2.9%
41	COC(=O)COc1ccc(S(=O)(=O)N2CCc3ccccc3C2)cc1C	3.1%	6.4%
42	COc1ccc(N2CC(C(=O)NC3CC(C)(C)NC(C)(C)C3)CC2=O)cc1 (configuration not stated)	-1.7%	2.7%
43	CCCN1C(=O)/C(=C/c2ccncc2)SC1=S	/	-0.9%
44	CCOc1ccc(C(=O)Nc2cc(OC)ccc2OC)cc1	1.7%	-9.4%
45	COc1ccc(NC(=O)C2=C(C)C(=O)OC23CCC(C)CC3)cc1Cl (configuration not stated)	1.0%	2.3%

#	PNC inhibitor	IMPase cell inh
31	18.2	-0.7
32	?	10.7
33	-0.7	-13.0
34	?	-7.1
35	-29.7	4.8
36	37.6	2.8
37	56.5	/
38	10.8	2.3
39	23.8	-0.4
40	18.4	-3.2
41	17.6	5.9
42	23.9	-1.7
43	?	/
44	-126.9*	0.7
45	-3.8	-4.9

#	mol	ALOX15B inhib	ALOX12 inhib
46	CC(C(=O)N1c2ccccc2Sc2ccccc21)n1nnc(-c2cccs2)n1 (configuration not stated)	-20.1%	-0.2%
47	Fc1cc(F)c2nc(Nc3nc4cc5c(cc4s3)OCO5)sc2c1	/	-5.7%
48	CCOc1cc(-c2cc(-c3ccc(C)o3)nc(N)c2C#N)ccc1O	?	-10.7%
49	Cc1ccc(NC(=O)c2cn(CCC#N)nc2-c2cccs2)c([N+](=O)[O-])c1	/	-7.6%
50	COc1cc(C(=O)N(CCc2ccccc2)C2=CC3CCC(C2)N3C)cc(OC)c1OC (configuration not stated)	/	-3.4%
51	Cc1sc2nc(SCC(=O)N3CCN(CCO)CC3)n(-c3ccccc3)c(=O)c2c1C	-0.7%	3.0%
52	COC(=O)c1sc(Nc2ccccc2)nc1C	1.3%	-6.2%
53	CCOc1ccccc1N1CC(C(=O)NCCc2ccc(S(N)(=O)=O)cc2)CC1=O (configuration not stated)	1.3%	1.0%
54	CN(CCO)c1ncnc2nc[nH]c12	/	5.6%
55	c1ccc2scnc2c1	-2.2%	1.8%
56	COC(=O)c1ccc(-n2cc(-c3ccc(OC)cc3)[nH]c2=S)cc1	/	-8.6%
57	CC(=O)c1ccc(NC2CC(O)C(O)CO2)cc1 (configuration not stated)	6.8%	-0.9%
58	COC(=O)c1cnn(-c2nc3c(C)cccc3s2)c1C	-4.2%	1.0%
59	CCc1c(C(=O)NNC(=S)NCc2ccccc2)csc1C	/	-2.1%
60	CC(=O)Nc1ccc(S(=O)(=O)N2CCN(c3ccc(C)c(Cl)c3)CC2)cc1	-6.0%	2.1%

#	PNC inhibitor	IMPase cell inh
46	-1.1	12.7
47	19.4	/
48	-29.3	-3.8
49	-112.5*	-10.7
50	-7.5	6.4
51	24.7	-5.4
52	-5.3	-1.2
53	-17.2	-3.2
54	9.8	-16.8
55	/	/
56	-19.9	/
57	30.9	3.1
58	-6.2	1.5
59	15.6	/
60	?	8.6

#	mol	ALOX15B inhib	ALOX12 inhib
61	CC(=O)c1ccc(OC(C)C)c(CN2CCCCC2)c1	7.1%	1.1%
62	CN1CCN(C(=O)C(Cc2ccccc2)NS(=O)(=O)c2ccc3c(c2)CCC(=O)N3)CC1 (configuration not stated)	-4.1%	0.7%
63	Cc1ccc(C(=O)c2cc([N+](=O)[O-])ccc2N2CCCCC2)cc1	/	-0.7%
64	COc1ccc(-c2cc(C(=O)N3CCN(C(c4ccccc4)c4ccccc4)CC3)no2)cc1OC	27.6%	-0.4%
65	CCCCCCCOC1(c2ccccc2)OC(=O)c2ccccc21 (configuration not stated)	12.0%	-2.4%
66	COCC(=O)Nc1ccc(Br)cc1	-1.4%	-0.9%
67	CC(=O)Nc1ccc(S(=O)(=O)NCc2cccnc2)cc1	/	1.2%
68	Cc1ccc(C(=O)OC2OC(=O)C(Cl)=C2N2CCOCC2)cc1 (configuration not stated)	/	-3.6%
69	CC(=O)Nc1cccc(NC(=O)c2c(-c3c(Cl)cccc3Cl)noc2C)c1	8.8%	-2.5%
70	C[C@@](Cc1ccccc1)(NC(=O)CN)c1ccccc1	39.4%[activator]	-1.5%
71	Cn1cnnc1SCC(=O)N1CCc2ccccc21	-5.0%	-5.3%
72	Cc1ccc(CNC(=O)c2ccc(C#CC(C)(C)O)s2)cc1	-2.6%	3.1%
73	COc1cc(C)nc(N2CCC(C(N)=O)CC2)n1	-6.3%	-3.1%
74	CCCn1c(-c2ccc(F)cc2)nc2c(NCCN(CC)CC)nc(C)nc21	32.4%[activator]	2.1%

#	PNC inhibitor	IMPase cell inh
61	-27.9	5.4
62	42.7	-1.7
63	-110.2*	/
64	20.1	-2.7
65	17.2	1.8
66	?	5.4
67	8.7	/
68	?	/
69	-24.2	-1.1
70	/	-2.3
71	?	1.0
72	41.2	-0.6
73	?	-6.4
74	/	/

Ordered by SMILES length (lowest first): four of the compounds above.
#	mol	ALOX15B inhib	ALOX12 inhib
71	Cn1cnnc1SCC(=O)N1CCc2ccccc21	-5.0%	-5.3%
73	COc1cc(C)nc(N2CCC(C(N)=O)CC2)n1	-6.3%	-3.1%
65	CCCCCCCOC1(c2ccccc2)OC(=O)c2ccccc21 (configuration not stated)	12.0%	-2.4%
72	Cc1ccc(CNC(=O)c2ccc(C#CC(C)(C)O)s2)cc1	-2.6%	3.1%

#	PNC inhibitor	IMPase cell inh
71	?	1.0
73	?	-6.4
65	17.2	1.8
72	41.2	-0.6
